HIF-2a block: blocks HIF-2a reporter activity; hit rate 0.72% among 360,000; inhibition, % at 18.8 µM; AID 624352; 786-0 RCC cells HIF-2a reporter, luciferase luminescence, overnight;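 active means inhibition of the luminescence signal of 40% or more relative to plate controls, in a single-dose primary screen at 18.75 µM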
KKLEB tox: counter-screen for CF NF-kB inhibitors: cytotoxicity; KKLEB CF airway cells viability, ATPlite luminescence, overnight; active compounds read low; cells stimulated with P. aeruginosa culture filtrate; activity change (cytotoxicity), % at 5 µM; hit rate 0.36% among 360,000; AID 602141;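 active means corrected activity change at or below -50% at 5 µM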
TRPM1 prom inh: MITF TRPM1 promoter inhibition in SK-MEL-5 cells. SK-MEL-5 TRPM1 promoter luciferase, 24 h. inhibition, % at 12.5 µM. hit rate 0.83% among 330,000. AID 488899;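 active means mean inhibition across replicates of 60% or more, whatever share of single replicates reaches that level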; further: values of inactives mirror those of a sister screen read the other way
Shn3 inh set2: reduces Shn3 3'UTR luciferase signal in osteoblasts | inhibition, % at 12.5 µM | hit rate 0.52% among 360,000 | Clone20 osteoblast Shn3 3'UTR firefly luciferase, 24 h | AID 588674;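 active means mean inhibition of at least 75% with every replicate also reaching 75%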;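 further: 0% = median of neutral control wells and 100% = pilot-screen positive control compound; some compounds past the cut are filed as inactive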
NR2E3 ag-1: agonists of human NR2E3 nuclear receptor. inhibition of corepressor binding, % at 3.98 µM. Q9Y5X4. CHO-S Gal4-NCOR/VP16-NR2E3 two-hybrid, luciferase. hit rate 0.35% among 360,000. AID 602229;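 active means inhibition above the mean of all tested compounds plus 3 SD, cut at about 70% in these data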;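 further: 0% = DMSO with NR2E3 transfected cells and 100% = cells lacking NR2E3 construct; higher means lower luciferase signal from less NR2E3 corepressor binding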
Target sequence (Q9Y5X4 whole entry, looked up, the tested form may be a part): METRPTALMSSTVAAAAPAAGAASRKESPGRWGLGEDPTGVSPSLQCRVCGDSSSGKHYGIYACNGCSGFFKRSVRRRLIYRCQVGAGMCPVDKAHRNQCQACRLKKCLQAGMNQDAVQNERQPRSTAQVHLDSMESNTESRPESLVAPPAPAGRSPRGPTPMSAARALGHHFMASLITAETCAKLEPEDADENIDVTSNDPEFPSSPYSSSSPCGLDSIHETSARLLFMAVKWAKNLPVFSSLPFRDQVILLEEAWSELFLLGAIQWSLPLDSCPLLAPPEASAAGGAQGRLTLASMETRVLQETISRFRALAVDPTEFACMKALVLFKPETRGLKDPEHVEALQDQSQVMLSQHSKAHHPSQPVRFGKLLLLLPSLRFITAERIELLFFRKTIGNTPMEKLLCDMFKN
NR2E3 ag-2: agonists of human nuclear receptor NR2E3 | GST-NR2E3/biotin-RetCOR TR-FRET, 1536-well | Q9Y5X4 | inhibition of corepressor binding, % at 4.78 µM | hit rate 0.12% among 320,000 | AID 2300;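 active means percent inhibition above the cutoff of mean plus 3 SD of all tested compounds, set per screening campaign, cut at about 20% in these data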;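 further: 0% = DMSO wells and 100% = biotin wells as full block of FRET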
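Material: NR2E3–RetCOR corepressor complex / Amount: 1.35 nM GST-NR2E3 / Medium: Tris pH 7.5 / Compound: single nominal compound dose of 4.8 µM / Incubation: 5 h at 4 °C / Technique: TR-FRET, Eu(K)-anti-GST donor, streptavidin-D2 acceptor, ex 340, em 617/671 nm / Read-out basis: percent loss of FRET ratio relative to control wells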
Peg3 prom inh: Peg3 promoter activity inhibition | HeLa PEG-Prom luciferase reporter, luminescence, overnight | AID 588405 | inhibition, % at 20 µM | hit rate 1.7% among 360,000;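 active means inhibition of at least 50% at 20 µM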
C8 TRAIL sens: caspase-8 TRAIL sensitization; NB7+C8 cells + TRAIL, ATPlite viability luminescence; inhibition (viability loss, TRAIL sensitization), % at 10 µM; hit rate 1% among 360,000; AID 624354;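 active means compounds causing at least 50% loss of cell viability in the single-dose screen, relative to plate controls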
CF NFkB block: inhibitors of cystic fibrosis induced NF-kB; inhibition, % at 5 µM; KKLEB NF-kB-GFP reporter, PAF-induced, GFP fluorescence overnight; AID 588850; hit rate 0.86% among 360,000;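 active means at least 50% inhibition at 5 µM, scaled per plate between neutral and stimulator controls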;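 further: PAF is a Pseudomonas aeruginosa culture filtrate used as stimulus; plate controls were PAF-stimulated DMSO wells for no effect and unstimulated DMSO wells for full effect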
LMP1 NFkB inh: inhibitors of Epstein-Barr LMP1-induced NF-kappaB reporter; LMP1-induced NF-kappaB luciferase reporter cells, luminescence; inhibition, % at 12.5 µM; hit rate 0.69% among 350,000; in the data active means inhibition above about 41%;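 further: 0% = neutral control wells and 100% = reference inhibitor control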
iPSC survival up: enhancers of human iPSC single-cell survival | hiPSC single-cell survival, ATPlite luminescence; 100% = ROCK inhibitor wells, 0% = DMSO | hit rate 0.044% among 360,000 | survival enhancement, % at 20 µM | AID 602274; in the data active means survival enhancement above about 18%;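 further: cells exposed to compounds for 16 hours before the ATP read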
The depositor's hits bear a star; . = not tested or not shown. Not all compounds are listed. The share of hits here may be higher or lower than overall.

SMILES	HIF-2a block	KKLEB tox	TRPM1 prom inh	Shn3 inh set2	NR2E3 ag-1	NR2E3 ag-2	Peg3 prom inh	C8 TRAIL sens	CF NFkB block	LMP1 NFkB inh	iPSC survival up
CC(=O)N1c2ccc(S(=O)(=O)NCCC(=O)Nc3ccc(OC(F)(F)F)cc3)cc2CC1C (stereo not given)	13	-17	7	49	23	1	25	-2	12	3	2.6
COc1cc(/C=C(\C#N)c2nc3ccccc3[nH]2)cc(OC)c1O	-81	-9	-36	-5	-55	-2	-45	-1	-134	-1	0.1
CC(=O)c1sc2nsc(SCCN3CCCCC3)c2c1N	16	0	-48	-6	15	-4	-3	-13	0	26	-0.1
NNC(=O)c1ccc(COc2cccc3cccnc23)cc1	-1	6	6	-18	10	1	-10	-1	-12	-1	-0.3
Cc1ccc2nc(SCC(=O)Nc3ccc(F)c([N+](=O)[O-])c3)[nH]c2c1	-23	7	2	19	-5	-1	-16	21	-10	-2	-2.1
CSCc1ccc(C(=O)OCC(=O)NC2CCCC2)o1	8	8	.	-2	3	.	8	5	-10	2	-1.2
COc1cc(CCC(=O)OCC(=O)Nc2cc(S(=O)(=O)N3CCOCC3)ccc2Cl)cc(OC)c1OC	-41	-1	-8	-50	7	.	-33	2	23	-11	2.2
Cc1ccc(CN(c2ccc(C(=O)Nc3cccnc3)cc2)S(C)(=O)=O)cc1	19	-3	24	20	-11	-3	17	-16	11	4	0.8
Cc1ccc(CSCCNC(=O)c2ccc(N(C)S(=O)(=O)c3ccccc3)cc2)cc1	30	-2	-6	16	25	22*	39	-5	0	8	13
O=C(O)c1cccc(Cn2cccn2)c1	-38	13	2	-19	-12	-1	-6	-19	-10	-3	3.3
CC(NC(=O)c1cn(C(C)c2ccccc2F)nn1)c1ccncc1 (stereo not given)	12	1	-1	-9	12	1	0	0	9	4	3.6
C/C(=N/OC(=O)C1CC12CCC2)c1ccc(Br)cc1 (stereo not given)	-24	-5	-34	-24	1	1	-49	2	2	-9	0.0
COc1ccc2cc(C#N)c(Cl)nc2c1	7	5	-4	10	13	1	2	1	-16	8	0.2
COC(=O)c1cc2c(C)nn(-c3ccccc3)c2s1	-81	16	2	-9	-15	-3	-57	-4	-44	-27	-1.0
CCc1ccc(CN/C=C/C(=O)c2ccc(Br)cc2)cc1	-83	5	-18	12	-68	2	-67	1	-1	-13	4.2
Cc1ccccc1N1CCN(CC(=O)NCc2ccc(Cl)cc2)CC1	8	3	5	10	19	3	23	-17	-8	2	-0.6
CCOC(=O)COc1ccc2nsnc2c1Cl	10	-2	0	-5	11	1	4	-7	-7	-14	-0.5
CCOc1cc(S(=O)(=O)Nc2cc(C)cc(C)c2)ccc1Cl	-5	-6	14	65	28	2	45	-15	14	-1	0.2
Cc1ccc(-n2nc3c(N4CCC(C(=O)N5CCC(C(N)=O)CC5)CC4)nnc(C)c3c2C)cc1	20	-5	11	8	0	-1	1	-13	6	3	-0.3
COc1ccc(S(=O)(=O)Nc2ccc(O)c(Sc3ncn[nH]3)c2)cc1	-6	4	7	10	11	0	9	3	4	-12	0.0

Random excerpt: 4 compounds from above, in no set order.
SMILES	HIF-2a block	KKLEB tox	TRPM1 prom inh	Shn3 inh set2	NR2E3 ag-1	NR2E3 ag-2	Peg3 prom inh	C8 TRAIL sens	CF NFkB block	LMP1 NFkB inh	iPSC survival up
CC(=O)N1c2ccc(S(=O)(=O)NCCC(=O)Nc3ccc(OC(F)(F)F)cc3)cc2CC1C (stereo not given)	13	-17	7	49	23	1	25	-2	12	3	2.6
COC(=O)c1cc2c(C)nn(-c3ccccc3)c2s1	-81	16	2	-9	-15	-3	-57	-4	-44	-27	-1.0
COc1cc(/C=C(\C#N)c2nc3ccccc3[nH]2)cc(OC)c1O	-81	-9	-36	-5	-55	-2	-45	-1	-134	-1	0.1
C/C(=N/OC(=O)C1CC12CCC2)c1ccc(Br)cc1 (stereo not given)	-24	-5	-34	-24	1	1	-49	2	2	-9	0.0

(more compounds)
SMILES	HIF-2a block	KKLEB tox	TRPM1 prom inh	Shn3 inh set2	NR2E3 ag-1	NR2E3 ag-2	Peg3 prom inh	C8 TRAIL sens	CF NFkB block	LMP1 NFkB inh	iPSC survival up
CCC(=O)OCC(=O)C1(OC(=O)CC)[C@H](C)C[C@H]2[C@H]3[C@H]([C@@H](O)C[C@@]21C)[C@@]1(C)C=CC(=O)C=C1C[C@H]3Cl (stereo not given in full)	28	32	-14	36	19	-3	-9	6	69*	-1	5.4
OC(CSc1ccccc1)CN1CCN(c2ccccc2)CC1 (stereo not given)	-16	7	11	-17	-10	.	-3	2	-33	-1	2.0
COc1ccc(S(=O)(=O)N(Cc2cccs2)C2CCCC2)cc1	24	-9	5	15	1	4	39	11	0	-2	-2.5
CCOC(=O)C1CCN(C(=O)c2cccc(C(=O)N3CCC(C(=O)OCC)CC3)c2)CC1	-29	-1	-10	-3	0	0	17	-4	-17	-5	3.6
Cc1cnc(C(=O)OCC(=O)Nc2cc(S(=O)(=O)N3CCOCC3)ccc2Cl)cn1	10	3	4	3	-6	.	15	-4	8	-18	-0.4
COc1ccccc1C(=O)N/C(=C\c1cn(S(=O)(=O)N(C)C)c2ccccc12)C(=O)NCCCN1CCOCC1	14	1	-2	-18	5	0	-5	3	-12	-8	-0.6
COc1cccc(-c2cc(CC3(O)CCN(CCCc4ccccc4)CC3)on2)c1	-6	-5	-5	-12	0	1	-17	6	6	4	-0.1
Cn1nc(C(=O)OCC(=O)Nc2cc(Cl)ccc2C#N)c2ccccc2c1=O	7	-2	28	-8	-42	1	15	6	11	-9	0.5
CC1=C(C(=O)OC(C)C)C(c2ccc(C)o2)C(C(=O)OC(C)C)=C(C)N1	14	-4	15	7	-6	0	17	3	7	5	0.4
CC(C)CCN1C(=O)CCC1(C)C(=O)NC1CCCCCC1 (stereo not given)	-10	3	7	-4	-2	-2	3	-10	14	-4	0.4
Cc1ccc(CNC(=O)c2c(-c3ccccc3)noc2C)cc1	13	4	8	11	3	-1	12	-17	-13	6	0.9
Cc1ccc(C2C3C(=O)N(c4ccccc4)C(=O)C3N3CCCN23)cc1 (stereo not given)	0	-17	3	-11	0	-3	7	20	3	-6	-0.1
Cc1cccc2c(=O)c(Br)c(C)n(Cc3ccccc3)c12	2	-1	11	-19	0	5	12	4	4	-7	-0.1
CCC1=NN(C(=O)Cc2ccc([N+](=O)[O-])cc2)C(O)(c2ccncc2)C1 (stereo not given)	22	-8	-8	-15	9	1	7	2	9	1	-2.3
CCC(=O)NC(c1cccs1)c1ccc2cccnc2c1O (stereo not given)	4	10	76*	79	-7	3	45	48	6	74*	0.2
O=C(CCN1C(=O)/C(=C/c2ccc(Cl)cc2)SC1=S)NCCCn1ccnc1	-10	1	-5	-1	-32	-1	-34	16	-11	-4	0.3
Cc1cc(C)cc(N(CC(=O)N2CCCCCC2)S(C)(=O)=O)c1	11	11	1	18	-32	1	7	-8	-14	-7	-0.1
Cc1ccc(CCSCC(=O)O)cn1	25	-7	11	-12	6	1	-3	1	-2	-3	6.8
Cc1ccc(Cc2ccccc2C(=O)O)cc1	2	0	4	-7	-5	.	-1	0	-16	-10	1.2
Cc1cccc(NS(=O)(=O)c2ccc(C(=O)NCC(c3ccco3)N(C)C)cc2)c1C (stereo not given)	1	7	8	16	-27	-2	4	-6	14	1	-0.5
O=S(=O)(c1ccccc1)N1N=C(c2ccc(O)cc2)CC1c1ccco1 (stereo not given)	6	15	8	34	-7	-1	1	10	-24	7	0.4
S=c1[nH]ncn1/N=C/c1ccccc1	8	0	4	-15	7	2	0	-1	-5	-2	-0.3
CC1=CC(C)(C)Nc2ccc(OC(=O)c3ccco3)cc21	81*	2	8	9	11	2	46	14	24	-36	-0.9
N#Cc1ccc(N2CCc3ccccc3C2)c([N+](=O)[O-])c1	-56	-12	10	11	-25	-4	13	27	15	8	1.2
CCOCCCNC(=O)Cn1cnc2c(cnn2-c2ccc(F)cc2)c1=O	9	1	-6	-12	-9	3	3	-4	-10	0	-0.4
CCCNC(=O)CN1CCN(S(=O)(=O)c2ccc(Br)s2)CC1	1	9	.	0	-41	3	-4	-18	-2	-2	-0.4
CCOC(=O)C(C(=O)c1ccccc1)C1CC(C)NC(=S)N1 (stereo not given)	12	9	3	18	-8	-1	-3	-17	10	6	0.3
O=C(O)c1ccc(-c2nnn(Cc3cccc(C(F)(F)F)c3)n2)cc1	9	-7	1	6	-20	0	17	-10	12	-8	0.5
CS(=O)(=O)Nc1ccc2[nH]c(=O)[nH]c2c1	12	12	1	-7	-20	1	31	-1	3	5	1.2
O=S1(=O)CCC(NC2CCCC2)C1 (stereo not given)	10	-4	11	-4	-4	3	-10	0	8	-2	0.3
CC(NC(=O)c1ccccc1NS(C)(=O)=O)c1ccccc1 (stereo not given)	0	9	-5	-19	6	2	6	-7	-19	-3	-2.1
CCCN1CCC(N2CCN(c3cccc(C(F)(F)F)c3)CC2)CC1	-6	-1	-5	11	-21	4	8	-2	-4	-3	-1.3
O=C(O)c1ccccc1CC(CCc1ccccc1)C(=O)O (stereo not given)	9	8	-3	-33	-13	.	14	3	-14	4	-1.4
O=C(N/N=C/c1cccnc1)C(O)(c1ccccc1)c1ccccc1	3	0	-11	-5	-19	-2	1	-1	-5	5	-4.0
CC(C)C[C@@H](CO)NS(=O)(=O)c1cc(Cl)ccc1F	13	-1	-2	-10	-25	.	6	-5	-20	0	-0.5
COC(=O)N/N=C\c1ccc(OC/C=C/c2ccccc2)c(OC)c1	-47	7	-20	-17	-26	1	-5	-2	-22	9	0.1
CCc1cc(C(=O)N2CCCC(Nc3ccc(F)c(F)c3)C2)n(C)n1 (stereo not given)	11	-1	1	0	6	3	15	-6	1	-2	0.8
COc1ccc(NC(=O)C2Cc3c(-c4cccc(NC(C)=O)c4)ccnc3O2)cn1 (stereo not given)	22	-8	.	26	3	.	20	7	13	.	2.8
O=C(/C=C/c1ccc([N+](=O)[O-])cc1)NCCSCc1ccco1	-22	-4	0	-1	0	4	-7	2	-8	-3	0.5
CN(C)c1ccc(/C=C/C(=O)c2ccc(O)cc2)cc1[N+](=O)[O-]	-111	-4	-12	-44	-38	4	-124	-1	30	-1	-0.7
CCc1ccc(C(=O)OCC(=O)N(CCOC)c2c(N)n(Cc3ccccc3)c(=O)[nH]c2=O)cc1	13	10	2	-13	27	-2	-21	-10	-15	-3	-0.3
CCCCC(=O)Nc1sc2c(c1C(N)=O)CCC2	-144	3	-41	-39	-66	1	-101	-15	-21	-10	0.0
O=S(=O)(NCCCCCCNS(=O)(=O)c1c(F)cccc1F)c1ccc2c(c1)OCCO2	4	12	-14	7	7	2	21	11	-14	5	-1.7
CC(CC(=O)N1CCc2ccccc21)n1cccn1 (stereo not given)	-41	11	7	-28	-40	-2	-29	0	-35	-6	-0.5
CCNC(=O)CSc1nc2cc(S(=O)(=O)Nc3ccc(OC)cc3)ccc2o1	10	8	9	9	18	-1	-1	6	-1	12	-0.4

Source: PubChem (several laboratories)
